# NOD1 inhibition = NOD1 signaling inhibitors, primary screen, cell-based, luminescence, uHTS (AID 1578); NOD1-driven NF-kB luciferase reporter cells, luminescence; higher % means a stronger effect; inhibition, % at 4 µM, or EC50 in µM where a hit was titrated; 290,000 compounds, 1% hits; in the data active means inhibition mostly above about 36%, no sharp cut-off; inactive means mostly below about 34%;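 further: HEK-293T reporter cells stimulated with the NOD1 agonist gamma-tri-DAP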
# Myeloid diff 2 = induction of myeloid progenitor differentiation, primary screen, cell-based, flow cytometry, MLPCN library; ER-HoxA9 myeloid progenitors, lysozyme-GFP differentiation; calls only at 10 µM; 360,000 compounds, 1% hits;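 active means normalized GFP-positive differentiation at or above the plate's own cutoff, the solvent-only control mean plus 3 SD; inconclusive means no clear call, values can overlap the other calls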;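 further: cells exposed to compound for four days before flow analysis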
# GPR35 arrestin U2OS = GPR35 antagonists blocking zaprinast-driven arrestin recruitment, primary screen, imaging, U2OS, beta-arrestin-GFP, zaprinast agonist (AID 2058) | G-protein coupled receptor 35 (Homo sapiens) | U2OS GPR35 beta-arrestin-GFP translocation imaging, zaprinast antagonism; higher % means a stronger effect | one-dose inhibition, % at 10 µM; IC50 in µM for titrated hits | 290,000 compounds, 0.052% hits;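 active means inhibition of at least 50% with at least 30 cells and total cytoplasm GFP at most 10,000,000; inconclusive means under 30 cells or total GFP of 10,000,000 plus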
# HIV peptide binding = inhibitors of HIV fusion peptide binding, primary screen, biochemical, uHTS, fluorescence dequenching (AID 1986) | cell-free peptide binding, fluorescence dequenching, 30 min; higher % means a stronger effect | inhibition, % at 20 µM; hits with a dose series show IC50 in µM | 290,000 compounds, 0.3% hits; in the data active means inhibition mostly above about 52%, no sharp cut-off; inactive means mostly below about 76%; further: some results filed as inactive read as strong as hits
# GPR55 antagonists = GPR55 antagonists blocking LPI-driven arrestin recruitment, primary screen, imaging, U2OS, beta-arrestin-GFP, LPI agonist (AID 2013). G-protein coupled receptor 55 (Homo sapiens). U2OS GPR55 beta-arrestin-GFP translocation imaging, LPI antagonism; higher % means a stronger effect. inhibition, % at 10 µM, or IC50 in µM where a hit was titrated. 290,000 compounds, 0.13% hits;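 active means spots per cell inhibited over 60%, with over 100 cells counted and total cytoplasm intensity under 500,000; inconclusive means wells with under 100 cells, flagged as likely toxic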;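 further: U2OS cells stably carrying GPR55 and arrestin-GFP stimulated by 5 µM LPI near EC80; imaged beta-arrestin-GFP aggregate spots per cell after agonist stimulation; plate controls were LPI-stimulated DMSO wells for no effect and DMSO wells without LPI for full effect; some results filed as inactive read as strong as hits; confirmed hits need IC50 under 10 µM and bright autofluorescent wells are also inconclusive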
# GPR55 activation = GPR55 agonists via beta-arrestin recruitment, primary screen, imaging, U2OS cells, beta-arrestin-GFP redistribution (AID 1961) | U2OS GPR55 beta-arrestin-GFP redistribution imaging; higher % means a stronger effect | one-dose activation, % at 10 µM; EC50 in µM for titrated hits | 290,000 compounds, 0.048% hits;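 active means activation above 40% with more than 50 cells counted in the well; inconclusive means wells holding fewer than 50 cells, flagged as toxic or sparse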;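 further: U2OS osteosarcoma cells stably expressing GPR55 and beta-arrestin-GFP; plate controls were DMSO negative control for no effect and LPI positive control for full effect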
# NOD2 inhibition = NOD2 signaling inhibitors, cell-based, luminescence, uHTS, HEK293 (AID 1566); 290,000 compounds, 0.63% hits; HEK293 NOD2/NF-kB luciferase reporter, luminescence; higher % means a stronger effect; inhibition, % at 4 µM, or EC50 in µM where a hit was titrated; further: many of its hits are not listed in these tables
# KOR beta-arrestin-1 = KOR agonists, beta-arrestin recruitment, primary screen, cell-based, luminescence, uHTS (AID 1777). one-dose activation, % at 10 µM; EC50 in µM for titrated hits. 280,000 compounds, 0.02% hits. KOR beta-arrestin recruitment, luminescence; higher % means a stronger effect. Kappa-type opioid receptor (Homo sapiens); in the data active means activation above about 50%, passing the limit was not always enough; further: a part of the inactive calls stands beside numbers as strong as those of hits
# KOR beta-arrestin-2 = KOR antagonists, beta-arrestin recruitment, cell-based, luminescence, uHTS (AID 1778) | 290,000 compounds, 0.091% hits | Kappa-type opioid receptor (Homo sapiens) | KOR beta-arrestin recruitment, luminescence, antagonist mode; higher % means a stronger effect | one-dose inhibition, % at 10 µM; IC50 in µM for titrated hits; further: strong numbers were not always called active
# Myeloid diff 2 GFP+ MAC1+ % = recorded beside Myeloid diff 2, whose call it bears; GFP+ MAC1+ double positive, %; measured here: differentiation confirmed by MAC1 staining
# * marks the source's active call; other numbers are inactive results; i = inactive; ? = inconclusive; / = no result given; [ ] = another dose, or the depositor's remark. Unless noted, no stated cut-off is given here; in the data, active means inhibition above about 50%; inactive means the rest. A portion of the library, so the mix of outcomes need not match the whole.
SMILES,NOD1 inhibition,Myeloid diff 2,Myeloid diff 2 GFP+ MAC1+ %,GPR35 arrestin U2OS,HIV peptide binding,GPR55 antagonists,GPR55 activation,NOD2 inhibition,KOR beta-arrestin-1,KOR beta-arrestin-2
COc1ccc2c(c1)C(SCC(=O)NCc1ccccc1)CC(C)(C)O2 (stereo unspecified),1%,i,1.5,8%,2.4%,9%,-0.2%,-11%,-1.3%,24%
O=C(Nc1ccccc1)NC1CCCc2ccccc21 (stereo unspecified),-61%,i,0.6,11%,-0.7%,-5%,-0.1%,-14%,-2.6%,15%
NC(=O)N/N=C/c1cn(-c2ccccc2)nc1-c1cccnc1,-2%,/,/,15%,-0.1%,-2%,-0.2%,7%,5.3%,-34%
CC1=NN(c2ccc(Cl)cc2)C(=O)C1,-20%,i,0.1,-16%,25%,5%,0.3%,10%,-4.1%,20%
Cc1cccc(/C(N)=N/OC(=O)c2cccc3ccccc23)c1,-2%,i,1.2,12%,2.4%,1%,0.6%,-40%,1.2%,-23%
c1ccc(CCc2nc(-c3ccccn3)no2)cc1,-30%,i,1.8,9%,-2.1%,4%,0.1%,-48%,-5.1%,30%
CCCCn1c(CN2C(=O)c3ccccc3C2=O)nc2ccccc2c1=O,-21%,i,1.9,12%,-0.1%,-6%,-0.2%,11%,-1.8%,-48%
CCCCN1/C(=C/c2cccc[n+]2C)Sc2cc(NC(C)=O)ccc21,-13%,i,0.4,19%,0.7%,1%,0.0%,-16%,-2.0%,5%
CCCc1cc(=O)oc2c(C)c(OCC(=O)Nc3ccc(CN4CCOCC4)cc3)ccc12,-33%,i,3.0,12%,6.5%,5%,-0.1%,17%,-2.6%,10%
O=C(Cc1coc(-c2ccc(F)cc2)n1)NCc1ccccc1,-16%,i,0.5,-13%,-1.0%,9%,0.0%,9%,-2.4%,20%
CC1=Nc2ccccc2N=C(NC(=O)c2ccccc2)C1c1ccc(Cl)cc1 (stereo unspecified),-11%,i,1.3,-3%,0.8%,0%,-0.1%,2%,-1.5%,20%
CC(C)OC(=O)Cn1c(-c2ccccc2)c(-c2ccccc2)nnc1=O,-24%,i,0.4,9%,0.2%,3%,0.7%,4%,0.2%,7%
COc1ccc2c(c1)-c1c(sn(-c3ccccc3)c1=S)C(C)(C)N2,5%,i,0.4,-6%,-2.5%,37%,-0.2%,14%,4.1%,-7%
O=C(NCCN1C(=O)S/C(=C\c2cccnc2)C1=O)c1cccc(OC(F)F)c1,-10%,i,0.4,-17%,2.2%,5%,-0.3%,-4%,7.8%,-18%
COCCn1c(N)c(C(=O)OCc2ccccc2)c2nc3ccccc3nc21,-16%,i,0.3,-11%,-4.4%,-1%,-0.2%,10%,-8.1%,-32%
Cc1ccc(SC(C)C(=O)NCC(C)C)cc1 (stereo unspecified),-3%,i,7.2,-14%,2.4%,12%,0.3%,-3%,1.9%,14%
Cc1ccc(Nc2ccc(S(=O)(=O)N3CCOCC3)cc2[N+](=O)[O-])c(C)c1,-24%,i,0.3,-6%,-0.9%,6%,0.2%,-2%,-1.0%,-3%
Cc1cc(=O)[nH]c(SCc2ccccc2)n1,27%,i,0.6,-7%,-0.6%,-4%,-0.1%,11%,5.6%,-6%
CCOC(=O)N1CCN(C(=O)c2cnsn2)CC1,-10%,i,0.7,-13%,0.1%,9%,0.0%,10%,-2.3%,22%
O=C(Nc1ccc([N+](=O)[O-])cc1)Nc1ccc2c(c1)OCCO2,5%,i,0.1,-14%,0.6%,1%,0.1%,-56%,7.2%,-67%
Cc1ccccc1C(=O)Nc1ccc(Br)cn1,-54%,i,1.2,17%,-0.6%,-14%,0.3%,-127%,1.3%,-26%
CCOC(=O)N1CCN(Cc2nc3cc(NC(=O)c4ccco4)ccc3n2CC)CC1,-25%,i,2.3,0%,1.4%,9%,0.3%,-1%,4.5%,-23%
Cc1ccc(OCc2ccc(C(=O)NCc3cccnc3)cc2)cc1C,-47%,i,0.3,-4%,0.8%,-10%,-0.1%,8%,0.8%,-59%[20 µM]
CCOC(=O)N1CCN(C(=O)C2CCN(S(=O)(=O)c3ccc(Br)s3)CC2)CC1,7%,i,1.7,14%,1.1%,0%,0.2%,-3%,-4.1%,7%
O=C1NC(=Nc2ccccc2)S/C1=C/c1cccnc1,-41%,i,0.3,3%,1.7%,5%,1.5%,-13%,-5.7%,-16%
CCOc1ccccc1NC(=O)CN(c1ccc(OC)cc1)S(=O)(=O)c1c(C)noc1C,-4%,?,/,0%,1.1%,2%,-0.4%,-8%,-3.7%,-58%
C=CCNC(=O)c1ccccc1CCc1ccccc1,-33%,i,0.9,0%,2.5%,-2%,-0.1%,0%,-2.1%,17%[20 µM]
CC(=O)c1c(N2CCN(CCO)CC2)nc(=S)n(-c2ccccc2)c1C,4%,i,0.4,-8%,17%,7%,-0.1%,-14%,4.3%,-29%
O=S(=O)(Nc1ccccc1)c1ccc(Oc2ncc(C(F)(F)F)cc2Cl)cc1,-11%,i,0.5,-7%,1.4%,-1%,-0.3%,-9%,0.6%,-9%
CCNC(=O)n1nccc1C(C)Oc1cccc(C(F)(F)F)c1 (stereo unspecified),15%,i,0.9,22%,-1.3%,2%,-0.1%,17%,-1.7%,1%
CCSc1ncc(Cl)c(C(=O)Nc2sc3c(c2C(=O)NCc2cccnc2)CCCC3)n1,-6%,?,/,9%,8.0%,28%,0.9%,7%,-2.9%,-50%
COc1ccc(C(=O)NCc2ccc(N3CCN(C(=O)OC(C)(C)C)CC3)cc2)cc1,-6%,i,1.4,14%,1.1%,-5%,-0.3%,1%,1.4%,4%
CC(C)/C=C/C(=O)N1CCCC(N2CCN(c3ccccc3F)CC2)C1 (stereo unspecified),-14%,i,0.2,-10%,0.5%,1%,0.1%,-6%,-2.2%,-52%[20 µM]
COc1ccc(/C=C(/NC(=O)c2cccs2)C(=O)NCc2ccco2)cc1OC,-20%,i,0.1,-1%,-0.8%,-3%,0.5%,-6%,-3.2%,15%
CCOC(=O)c1c(C(C)(C)C)oc2ccc(O)cc12,25%,i,1.6,-5%,1.1%,4.5µM*,-0.1%,8%,0.8%,2%
O=C(c1sc2ccccc2c1Cl)N1CCN(c2ccccc2F)CC1,-15%,i,1.0,3%,-2.8%,16%,0.1%,18%,-0.6%,-9%
NC(=O)c1cc(S(=O)(=O)NCCc2ccc(Cl)cc2)cs1,-23%,i,3.0,-12%,-0.6%,9%,-0.3%,10%,-5.4%,-27%
COc1ccc(C(=O)NCc2ccc3c(c2)cc(C)n3C)cc1,-11%,i,4.1,-7%,0.6%,-14%,-0.1%,5%,-1.1%,-25%
CC(=O)c1c(C)[nH]c(C(=O)CN2C(=O)NC(C)(c3ccc4c(c3)OCO4)C2=O)c1C (stereo unspecified),-13%,i,3.2,-8%,0.8%,8%,-0.1%,4%,-5.5%,4%
CC(=O)Nc1cc(NC(C)=O)c(CC(C)C)s1,-18%,i,0.7,-5%,0.3%,4%,-0.1%,-4%,-1.4%,2%
COc1ccccc1C1OC2=C(Nc3ccc([N+](=O)[O-])cc3N2)C1=O (stereo unspecified),-6%,i,0.2,-5%,-2.7%,12%,-0.1%,16%,1.6%,23%
CCOC(=O)CN1C(=N)N(c2nc(NC(C)C)nc(OC)n2)CC1=O,-4%,i,1.3,10%,-0.3%,2%,-0.1%,7%,3.1%,17%
COc1cc(OC)c(OC)cc1/C=C1\CCC(C2CCCC2)C1=O (stereo unspecified),-29%,i,0.3,-2%,-2.6%,-2%,0.6%,27%,-5.4%,-42%
O=C(NCc1ccccc1)C(c1ccc(O)cc1)N(C(=O)Cn1nnc(-c2cccs2)n1)c1ccc2c(c1)OCCO2 (stereo unspecified),-6%,i,1.0,-10%,0.6%,4%,-0.1%,20%,4.0%,2%
Cc1ccc(S(=O)(=O)NCC(=O)N2CCOCCOCCOCC2)cc1,-2%,i,0.6,-5%,-0.1%,-16%,-0.2%,12%,2.6%,7%
CCCN(C(=O)Cn1ncc2c([nH]c3ccccc32)c1=O)c1ccccc1C,-19%,i,6.1,6%,1.5%,9%,0.2%,16%,-2.9%,25%
CNC(=O)C(=O)N/N=C/c1cccnc1,6%,i,0.3,-4%,0.8%,-6%,-0.1%,-20%,-1.1%,-15%
CCOC(=O)N1CCN(C(=O)c2cn(C)c(=O)c3c2c2ccccc2n3C)CC1,-27%,i,1.8,8%,0.0%,3%,-0.1%,-1%,2.4%,-35%
O=C1CN(C(=O)/C=C/c2cc(Br)ccc2F)CCN1,-19%,i,1.4,-10%,2.0%,16%,0.6%,-8%,1.7%,-2%
COc1cccc(Cn2nnc(C(=O)Nc3cc(Cl)ccc3OC)c2N)c1,-42%,i,2.8,-1%,-0.8%,-6%,-0.1%,-82%,6.6%,-62%
CCOC(=O)c1cc2c(ccn2C)n1Cc1ccccc1C,11%,i,4.3,0%,0.3%,22%,0.1%,9%,-0.5%,-4%
COc1cc(NC(=O)c2ccc(=O)[nH]n2)cc(OC)c1OC,-11%,i,0.5,-8%,1.1%,0%,0.0%,6%,2.3%,-19%

# Structural class, those above containing an NH in an aromatic ring
SMILES,NOD1 inhibition,Myeloid diff 2,Myeloid diff 2 GFP+ MAC1+ %,GPR35 arrestin U2OS,HIV peptide binding,GPR55 antagonists,GPR55 activation,NOD2 inhibition,KOR beta-arrestin-1,KOR beta-arrestin-2
Cc1cc(=O)[nH]c(SCc2ccccc2)n1,27%,i,0.6,-7%,-0.6%,-4%,-0.1%,11%,5.6%,-6%
CC(=O)c1c(C)[nH]c(C(=O)CN2C(=O)NC(C)(c3ccc4c(c3)OCO4)C2=O)c1C (stereo unspecified),-13%,i,3.2,-8%,0.8%,8%,-0.1%,4%,-5.5%,4%
CCCN(C(=O)Cn1ncc2c([nH]c3ccccc32)c1=O)c1ccccc1C,-19%,i,6.1,6%,1.5%,9%,0.2%,16%,-2.9%,25%
COc1cc(NC(=O)c2ccc(=O)[nH]n2)cc(OC)c1OC,-11%,i,0.5,-8%,1.1%,0%,0.0%,6%,2.3%,-19%
